# Source: PubChem BioAssay (several laboratories)
# K1F lysis inhibition = protection from phage-mediated lysis, alamar blue read-out – E. coli UTI89, K1F phage, bacterial capsule biogenesis inhibitors (AID 488966) | E. coli UTI89 K1F phage lysis, alamar blue, 2 h; higher % means a stronger effect | inhibition, % at 100 µM; hits with a dose series show IC50 in µM | hit rate 0.02% among 340,000;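 active = phage lysis inhibition, versus mean bacterial control, above a set limit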;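 note: capsule biogenesis inhibitors block K1F phage lysis so surviving cells raise fluorescence; higher fluorescence means more inhibition of phage lysis; actives were called in the ten point dose series up to 300 µM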
# b-catenin transl = modulators of beta-catenin nuclear translocation; HeLa beta-catenin nuclear translocation, immunofluorescence imaging; nuclear translocation activity, % at 5 µM; hit rate 0.3% among 190,000; AID 1665;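 active = nuclear translocation activity above 50% at 5 µM, with a well cell count of 50 or more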;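 note: per-cell ratio of nuclear to cytoplasmic median beta-catenin stain intensity; plate controls were DMSO negative control for no effect and GSK-3 inhibitor IX positive control for full effect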
#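 Signal – beta-catenin immunofluorescence imaging with DAPI · Test system – human HeLa cell line · Dosing – 5 µM primary single dose, 0.1% DMSO, 0.02–20 µM confirmation series · Measure – % activation, nuclear-to-cytoplasmic median beta-catenin signal ratio per cell · Incubation – 24 h compound exposure at 37°C, 5% CO2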
# Dynein cargo inh = blocks dynein driven cargo transport along microtubules; 3617.4 mouse cells, GR-EGFP nuclear translocation imaging; test concentration mostly 20 µM; stimulated with dexamethasone, 1 µM; stronger effect = lower value; z-score, hits read low; hit rate 0.47% among 220,000; AID 1381;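 active = plate z-score of nuclear minus cytoplasmic receptor signal below a set negative limit, without overly bright fluorescence or cell loss, cut at about -3.5 in these data, passing the limit was not always enough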;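 note: z-score of nuclear minus cytoplasmic ring GR-EGFP intensity difference per well; some compounds called inactive have numbers as strong as hits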
#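 medium = tetracycline-free induction medium containing charcoal-stripped FBS | probe or stimulus = dexamethasone, 1.0 µM final | timing = 48 h induction, then 1 h compound, then 30 min agonist, 37 °C | detection = automated 10x imaging of fixed Hoechst-stained cells | read-out basis = nuclear versus cytoplasmic GR-EGFP signal, averaged per well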
# MT stabilizer = microtubule stabilization, imaging screen | HeLa tubulin immunostaining HCS, 24 h; share of cells brighter than vehicle mean+2SD | % tubulin-high responders, % at 10 µM | hit rate 0.83% among 200,000 | AID 2205;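 active = plate Z-score above 3 for both tubulin-high and condensed-nucleus cell shares, with cell loss under 80%, at 10 µM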;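 note: anti alpha tubulin signal scored within the nucleus-defined area of each cell; some results filed as inactive read as strong as hits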
# CSM14.1 death rescue = protection against thapsigargin-triggered cell killing – 384-well, CSM14.1, ATP luminescence, primary screen (AID 1222); CSM14.1 thapsigargin-induced death rescue, ATP luminescence; higher % means a stronger effect; cellular ATP content (survival), % at 20 µM, or EC50 in µM where a hit was titrated; 190,000 tested, under 10 active;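 active = EC50 below 50 µM in the dose-response confirmation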;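 note: death triggered by thapsigargin at about 15 µM added after 2 h compound pretreatment; cell ATP read after overnight thapsigargin exposure of roughly 18 to 22 hours; normalized against plate controls of thapsigargin alone and 5% DMSO vehicle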
# M1AAP inhibition = malaria alanyl aminopeptidase activity blockers – biochemical, fluorogenic H-Leu-NHMec substrate, 1536-well (AID 1445); hit rate 0.42% among 220,000; inhibition, % at 30 µM, or IC50 in µM where a hit was titrated; recombinant M1AAP, H-Leu-NHMec fluorogenic kinetic assay; higher % means a stronger effect;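 active = primary inhibition above the hit cutoff, then over 50% inhibition at one or more dose response concentrations, cut at about 23% in these data, passing the limit was not always enough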;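 note: plate controls were DMSO full reaction for no effect and no enzyme background for full effect; strong numbers were not always called active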
# M17LAP inhibition = P. falciparum M17LAP inhibitors, primary screen, biochemical, fluorogenic H-Leu-NHMec substrate, 1536-well (AID 1619). hit rate 0.38% among 220,000. inhibition, % at 30 µM; hits with a dose series show IC50 in µM. recombinant M17LAP, H-Leu-NHMec fluorogenic kinetic assay; higher % means a stronger effect;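 active = compound inhibiting the enzyme by more than half at any dose during confirmatory dose-response retesting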;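 note: plate controls were full reaction with DMSO carrier for no effect and no enzyme background for full effect; strong numbers were not always called active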
# Autophagy mod = modulators of autophagy; calls only at 10 µM (by protocol); MEF GFP-LC3 puncta imaging; test concentration mostly 10 µM; AID 463193; hit rate 0.98% among 190,000;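 active = percentage of spot-positive cells more than 3 SD above its plate mean, without a fluorescence outlier flag or 80% toxicity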;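 note: spot-positive cell cutoff set from DMSO-treated cells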
# Insulin prom up = MIN6 insulin promoter up-regulation. MIN6 insulin promoter-GFP reporter, high-content imaging; stronger effect = higher value. z-score at 5 µM. hit rate 0.3% among 190,000. AID 1625;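 active = z-score above 3 at 5 µM with at least 500 cells counted in the well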
# Dynein cargo inh cytoplasmic EGFP = recorded beside Dynein cargo inh, whose call it bears; z-score; measured here: cytoplasmic GR-EGFP intensity; stronger effect = higher value
# Dynein cargo inh nuclear GR-EGFP = second read-out of Dynein cargo inh, no call of its own (marks repeat the call); z-score; measured here: nuclear GR-EGFP intensity;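 lower value marks the stronger effect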
# Dynein cargo inh cell count = further read-out of Dynein cargo inh, marked with its call; z-score; measured here: cell count per field
# Insulin prom up cell count = recorded beside Insulin prom up, whose call it bears; cell count; measured here: cytotoxicity, nuclei count;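 total cells summed across four imaged fields per well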
# b-catenin transl cell count 5 µM = further read-out of b-catenin transl, marked with its call; cell count; measured here: cell count, cytotoxicity flag
# MT stabilizer Hoechst-high % = also measured in MT stabilizer; calls as there; % Hoechst-high responders; measured here: nuclear condensation Hoechst responders;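 share of cells brighter than vehicle mean plus two SD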
# MT stabilizer cytotoxicity % = recorded beside MT stabilizer, whose call it bears; toxicity, %; measured here: cytotoxicity by cell density;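 0% = mean cell density of plate MIN control wells and 100% = no cells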
# Autophagy mod cell loss 18 h = recorded beside Autophagy mod, whose call it bears; toxicity, %; measured here: cell loss, nuclei count;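 cell loss after 18 h compound exposure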
# * hit, by the source's call; i = inactive; x = no result given; [ ] = another dose, or the depositor's remark. Random draw from the library; any-hit rate near 2.9%.
SMILES,K1F lysis inhibition,b-catenin transl,b-catenin transl cell count 5 µM,Dynein cargo inh,Dynein cargo inh cytoplasmic EGFP,Dynein cargo inh nuclear GR-EGFP,Dynein cargo inh cell count,MT stabilizer,MT stabilizer Hoechst-high %,MT stabilizer cytotoxicity %,CSM14.1 death rescue,M1AAP inhibition,M17LAP inhibition,Autophagy mod,Autophagy mod cell loss 18 h,Insulin prom up,Insulin prom up cell count
O=c1c2ccccc2c(/C=N/n2cnnc2)c(O)n1-c1ccccc1,0.1%,-0.7,1088,0.39,-0.25,0.56,0.57,21,32,96,-0.4%,4%,-38%,i,0,0.05,1820
CCCOC(=O)c1ccc(NC(=O)c2cnccn2)cc1,0.4%,-2.2,852,-0.059,-0.2,0.27,0.16,6.3,2.0,0.6,-0.6%,-1%,-3%,i,10,0.09,1225
CCOc1ccc(N(C(=O)Nc2ccccc2)C2=NCCC2)cc1,0.6%[50 µM],-3.9,1225,0.37,-0.039,0.33,0.17,2.9,2.4,2.1,0.4%,-2%,13%,i,3,0.08,956
COc1cccc(C(=O)NNC(=S)NC2CCCCC2)c1,0.4%[50 µM],0.2,1074,-0.55,-0.31,-0.53,0.8,4.9,2.3,3.5,-1.6%,-16%,7%,i,2,0.21,1331
O=c1[nH]c2ccccc2s1,-4.6%,-1.5,656,0.9,-0.27,0.98,-0.22,2.1,2.7,9.3,-2.3%,11%,13%,i,0,0.69,1241
O=C(NCCOc1ccccc1)c1cncc(Br)c1,-0.1%,x,x,-0.89,-0.26,-0.33,0.81,1.2,1.0,7.2,-0.9%,2%,-7%,i,-16,1.9,910
CC(=O)N1CCc2cc(S(=O)(=O)NCCC(=O)N3CCN(c4ccccn4)CC3)ccc21,0.5%,-2.4,893,0.69,-0.21,0.58,0.052,6.2,1.2,5.4,0.4%,-1%,-8%,i,-3,0.13,1530
CCCn1nc(C(=O)Nc2nc3ccccc3[nH]2)c2ccccc2c1=O,0.8%,x,x,0.18,-0.3,-0.34,-0.27,2.6,2.1,0.4,8.0%,0%,0%,i,4,-0.36,1296
Cc1ccc2[nH]c(=O)cc(C(=O)OC(C)C)c2c1,-3.9%,-0.1,1416,0.16,-0.22,0.13,0.24,6.4,2.7,2.7,0.3%,3%,-4%,i,11,-0.33,1459
S=C1SCN(Cc2cccnc2)CN1Cc1cccnc1,-0.3%,4.0,977,-0.29,-0.23,-0.22,0.68,x,x,x,x,2%,0%,x,x,-0.45,635
COc1ccc(CNC(=O)OCCN2CCN(S(=O)(=O)c3ccc(C)cc3)CCC2=O)cc1,1.1%,x,x,0.22,-0.31,0.43,0.57,4.7,2.8,6.4,-3.2%,-4%,-1%,i,16,-0.11,1054
CCN(CC)CCCOC(=O)C(c1ccccc1)c1ccccc1,6.0%,-0.5,1082,0.2,-0.26,0.12,-0.19,1.0,2.5,4.3,-0.6%,1%,0%,i,8,0.92,1410
O=C(NCC1CCCO1)C1CCN(C2CCN(C(=O)CC3CCCC3)CC2)CC1 (stereo unspecified),-0.1%,-1.1,1110,-1.5,-0.29,-0.62,0.67,2.0,2.0,3.5,-1.9%,-5%,1%,i,14,0.85,1404
COc1ccc(OCCOC(=O)c2ccc(-n3cnnn3)cc2)cc1,0.0%,x,x,-0.16,-0.16,0.031,0.42,1.6,0.7,2.1,-0.9%,3%,6%,i,29,-0.52,868
CCn1nnnc1NCc1ccc(OCc2c(F)cccc2Cl)c(OC)c1,-0.1%,15,613,-0.48,-0.31,-0.23,0.69,1.4,1.6,1.5,-2.3%,0%,0%,i,-43,1.4,1647
CCOC(=O)C1CCN(C(=O)COc2ccc(Cl)cc2)CC1,1.8%,-2.0,1360,-1.1,-0.15,-0.36,0.43,2.8,1.7,4.6,-1.1%,11%,10%,i,-1,-0.62,1373
Cc1cc(C)cc(NC(=O)c2oc3ccccc3c2COc2ccccc2)c1,-3.0%,-6.2,568,1,-0.2,0.62,-1.1,1.5,2.0,9.5,-1.8%,-2%,15%,i,-2,-0.49,1410
CCC(=O)N1CCN(c2ccc(NC(=O)c3ccc(-c4ccccc4)cc3)cc2)CC1,x,-2.1,1233,1.5,-0.18,0.73,-1.1,1.9,1.5,6.4,-3.2%,4%,-14%,i,4,-1.7,1031
C#CCOCCOCCOCCNc1nc(N2CCN(C(=O)[C@H]([C@@H](C)CC)n3cc([C@@H](N)CC(C)C)nn3)CC2)nc(N2CCN(C(=O)[C@H](Cc3cc4ccccc4[nH]3)n3cc([C@@H](N)Cc4ccc(O)cc4)nn3)CC2)n1,x,-0.4,1087,0.014,-0.062,0.43,-0.99,1.9,1.1,4.7,-0.9%,2%,-5%,i,0,-0.93,1583
Cc1[nH]c2ccccc2c1C(=O)CSc1nc2cc(S(=O)(=O)N3CCCCC3)ccc2o1,0.1%,-0.5,983,-0.63,-0.025,-0.12,0.57,3.1,0.7,2.5,0.2%,0%,9%,i,5,-0.52,904
CC1(C)CC(C)(O)N(Cc2ccccc2)C(=S)N1 (stereo unspecified),3.0%,-0.2,1100,-0.59,-0.055,-0.37,0.58,1.8,2.7,9.4,-1.1%,7%,-2%,i,-7,-0.07,1469
Cc1cc(C(=O)CN2C(=O)NC(CC(C)C)C2=O)c(C)n1-c1ccccc1F (stereo unspecified),0.1%,0.1,1080,1.6,-0.32,1.3,-0.27,2.6,2.4,12,-1.0%,12%,-1%,i,-3,0.54,1154
COc1cc(NC(=O)CCCl)cc(-n2cnnn2)c1,0.0%,-0.2,1460,-0.34,0.22,0.47,0.29,2.9,1.3,19,-2.2%,1%,-7%,i,3,0.09,1469
COc1ccc(S(=O)(=O)Nc2ccccn2)cc1OC,0.3%,0.6,1109,-2,-0.069,-0.64,1.1,2.4,2.9,16,1.8%,10%,16%,i,-6,0.32,1674
CCSCc1nnc(SCC(=O)Nc2cc(F)ccc2C)n1C,0.4%,-0.2,1534,0.099,-0.21,-0.19,-0.19,1.1,1.9,2.0,-0.2%,-1%,4%,i,15,x,x
Fc1ccc(COc2cccc(-c3n[nH]c(=S)o3)c2)cc1,-0.4%,0.5,1053,1.3,-0.17,0.62,-0.62,2.1,0.6,4.2,3.4%,17%,12%,i,16,0.41,1392
CCCCOC(=O)n1c(=O)oc2ccc(S(=O)(=O)N3CCCCC3)cc21,-0.2%,-0.7,1368,-0.038,-0.22,0.47,0.24,x,x,x,x,-5%,-2%,x,x,0.34,1016
COc1ccc2oc(=Nc3ccc(C(=O)O)cc3)c(C(=O)NCc3ccco3)cc2c1,0.6%,-1.5,1043,1.1,0.47,0.86,-0.2,2.5,4.2,7.3,x,-4%,-2%,i,1,-0.56,1208
CC1=CN2C(=N)/C(=C/c3ccc(Sc4ccc(Cl)cc4)o3)C(=O)N=C2S1,3.7%,1.4,1094,0.23,-0.066,0.025,0.28,5.5,1.8,4.1,-2.1%,-2%,3%,i,26,1.8,1472
CC(SCc1ccccc1)C(=O)Nc1ccc(F)cc1 (stereo unspecified),0.4%,-0.9,1118,-0.13,1.3,0.35,0.21,2.3,2.0,7.6,0.1%,-4%,16%,i,3,0.5,1537
NS(=O)(=O)c1ccc(NC(=O)C2COc3ccccc3O2)cc1 (stereo unspecified),x,-7.2,1304,-1.1,-0.32,-0.57,0.91,1.7,0.9,7.5,-0.6%,14%,12%,i,5,-0.15,901
Cc1ccc(-c2nc(C=Nc3cccc(C)c3)c(O)o2)cc1,0.3%,-0.3,1100,0.33,-0.29,0.29,0.16,4.9,2.6,9.0,12%,5%,-4%,i,-18,-0.22,1313
CC(C)(O[C@@H]1O[C@H](CO)[C@@H](O)[C@H](O)[C@H]1O)[C@H]1Cc2cc3ccc(=O)oc3cc2O1,0.5%,3.5,446,0.041,-0.27,0.36,0.68,2.8,1.3,9.1,-3.5%,-7%,-452%,i,1,0.87,1046
Cc1ccc(S(=O)(=O)c2nc(NCCN(C)C)sc2Cl)cc1,-0.6%,x,x,4.1,0.0001,2.2,-1.8,4.7,2.6,1.4,2.2%,13µM*,-10%,i,-5,-1.3,871
O=C(CSc1nnc(Cc2ccccc2)o1)N1CCOCC1,2.8%,-4.5,949,-0.91,-0.24,-0.24,0.37,2.5,1.7,11,2.0%,-1%,9%,i,-10,0.17,1318
COc1ccc(-c2nn(-c3ccccc3)cc2CO)cc1,-0.2%,3.9,1001,-0.52,0.26,-0.087,-0.36,0.8,1.2,7.2,1.7%,2%,13%,i,5,1,859
CN1C(=O)C(CCC(N)=O)NC1=S (stereo unspecified),1.7%,-0.9,1430,0.97,-0.23,0.37,-1,x,x,x,x,6%,5%,x,x,-0.29,1107
CN1C(=O)/C(=C2\SC(=S)N(CC3CCCO3)C2=O)c2ccccc21 (stereo unspecified),x,-1.6,988,-1.1,-0.22,-0.22,0.78,3.2,2.8,7.8,-0.6%,4%,-2%,i,-48,-1.1,1434
CC1(C)CC(=O)C(C=NCCc2ccccn2)=C(O)C1,3.0%,-2.7,1233,-1.5,-0.37,-0.78,2,6.2,6.9,12,1.2%,5%,13%,i,9,-0.49,1235
